Tau fluor cs – counter-screen for tau fibril formation inhibitors. Potency, µM (doses to about 57.7 µM), for inactives: top-dose activity change, negative = decrease. tau K18 P301L (four-repeat tau fragment) Alexa594 fluorescence, heparin fibrillization. actives 0.93% (n = 280,000); also: % is scaled to controls: 0 for no effect and ±100 for the full control effect; nearly all actives have a fitted effect of over 55% in size
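Human K18 P301L tau (15 uM unlabeled plus 0.24 uM Alexa 594-labeled, final) in 100 mM sodium acetate pH 7 was mixed with compound and 20 uM heparin and incubated 6 hr at 37 C.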
GAA inhib – alpha-glucosidase (human) inhibition; P10253; purified human GAA, 4-MU-alpha-glucoside fluorescence; Potency, µM (series often up to 76.9 µM), for inactives: at the top dose activity change, negative = inhibition, most hits filed as inhibitors; actives 0.005% (n = 200,000); AID 1466;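 also: plate controls were uninhibited enzyme wells for no effect and no-enzyme background for full effect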
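Human enzyme at 4 nM with 400 uM 4-methylumbelliferyl-alpha-D-pyranoside, citrate/phosphate buffer pH 5.0, 0.005% Tween-20, 20 min at room temperature. Compounds up to 77 uM. 4-MU fluorescence (Ex 365/Em 440) read after NaOH/glycine stop; AC50 from Hill fit.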
Epigenetic reg – epigenetic control regulation, reporter derepression; murine LDR cells, GFP reporter derepression, 30 h; Potency, µM (doses to about 53.9 µM), for the others: at the top dose GFP activation, usual class: activators; actives 0.2% (n = 280,000); also: % of control where 0% means no effect; nearly all actives have a fitted effect of over 60% in size
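Reporter derepression read as number of fluorescent GFP-positive objects, 20-120 um in size, counted by laser-scanning cytometer. Mouse LDR line with an epigenetically silenced CMV-GFP locus; compound incubation 30 h, 37 C.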
aGal spleen mod – inhibits or activates alpha-galactosidase in human spleen homogenate; human spleen homogenate, 4MU-alpha-Gal fluorescence, 40 min; AID 2107; actives 0.008% (n = 240,000); P06280; Potency, µM (top dose mostly 80 µM), for the others: at the top dose activity change, negative = inhibition, usual class: inhibitors;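 also: 0% = enzyme with vehicle and -100% = no enzyme basal signal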
Target sequence (P06280 32-429 limits assumed): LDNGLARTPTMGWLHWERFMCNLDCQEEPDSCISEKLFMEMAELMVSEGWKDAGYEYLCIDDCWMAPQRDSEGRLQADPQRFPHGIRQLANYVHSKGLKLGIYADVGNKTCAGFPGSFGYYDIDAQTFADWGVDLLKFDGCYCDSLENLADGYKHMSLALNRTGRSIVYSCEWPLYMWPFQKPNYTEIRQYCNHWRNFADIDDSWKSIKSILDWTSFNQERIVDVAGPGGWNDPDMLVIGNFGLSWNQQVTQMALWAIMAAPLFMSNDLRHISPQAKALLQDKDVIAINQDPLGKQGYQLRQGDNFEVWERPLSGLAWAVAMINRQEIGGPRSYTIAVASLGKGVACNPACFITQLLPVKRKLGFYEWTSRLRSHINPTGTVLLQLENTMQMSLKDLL
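Inhibition or activation of alpha-galactosidase in human spleen homogenate is scored by 4-MU fluorescence after 40 min at 37C, pH 5.0, with 1 mM substrate. AC50s come from concentration-response fitted to the Hill equation.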
GAA glycogen – alters human alpha-glucosidase cleavage of glycogen. recombinant GAA, glycogen substrate, Amplex Red glucose oxidase fluorescence. Potency, µM (series often up to 76.4 µM), inactives show at the top dose activity change, negative = inhibition, usual class: inhibitors. actives 0.38% (n = 300,000);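 also: 0% = full enzyme reaction and -100% = no-enzyme basal signal; the screen sought inhibitors and activators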
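Recombinant enzyme (4 nM final) with compounds titrated up to 77 uM and bovine liver glycogen (30 ug) in citrate pH 5.0, 0.01% Tween-20, 37 C 40 min. Released glucose detected by Amplex Red/glucose oxidase (Ex 573/Em 610); AC50 from Hill fits.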
GAA spleen mod – lysosomal alpha-glucosidase (human) modulation. P10253. human spleen homogenate, 4-MU-alpha-glucoside fluorescence. Potency, µM (doses to about 79.9 µM), without a hit: top-dose activity change, negative = inhibition, hits mostly inhibitors. actives 0.006% (n = 240,000). AID 2112;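 also: 0% = enzyme with vehicle and -100% = no enzyme basal signal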
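Human spleen homogenate (1 ug) incubated with compounds and 1 mM 4-methylumbelliferyl-alpha-D-glucopyranoside in pH 5.0 citrate/phosphate buffer, 37 C, 40 min. Stopped at pH 10; 4-MU fluorescence (Ex 365/Em 440 nm); AC50 by Hill fit.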
NPSR antag – antagonists of human neuropeptide S receptor cAMP signaling. Q6W5P4. CHO-NPSR cells, cAMP TR-FRET, antagonist mode. Potency, µM (doses to about 38.3 µM), inactives show top-dose activity change, negative = inhibition, actives largely listed as inhibitors. actives 1% (n = 220,000); also: % is scaled to controls: 0 for no effect and ±100 for the full control effect; nearly all actives have a fitted effect of over 50% in size; many of its hits are not listed in these tables
Target sequence (Q6W5P4 whole entry, looked up): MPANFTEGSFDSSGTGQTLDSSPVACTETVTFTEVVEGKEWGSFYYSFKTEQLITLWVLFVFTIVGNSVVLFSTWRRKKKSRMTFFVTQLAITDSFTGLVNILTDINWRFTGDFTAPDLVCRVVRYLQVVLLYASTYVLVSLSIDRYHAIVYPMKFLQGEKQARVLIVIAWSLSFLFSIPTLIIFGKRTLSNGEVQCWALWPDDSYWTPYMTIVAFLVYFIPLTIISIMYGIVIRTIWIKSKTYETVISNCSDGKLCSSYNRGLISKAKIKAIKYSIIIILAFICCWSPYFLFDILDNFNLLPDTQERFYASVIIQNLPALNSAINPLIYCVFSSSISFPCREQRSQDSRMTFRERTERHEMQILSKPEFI
ALDH1A1 inh – blocks purified human ALDH1A1 activity | P00352 | Purified ALDH1A1, NADH fluorescence, propionaldehyde substrate | Potency, µM (series often up to 75.3 µM), for inactives: at the top dose activity, negative = inhibition, usual class: inhibitors | actives 7.3% (n = 220,000) | AID 1030; active = well fitted inhibition curve with a large enough effect, not every such curve was filed as active; inconclusive = small, poorly fitted or top-dose-only effect, or another doubt; inactive = no such curve, though single readings can be large or run the other way;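 also: plate controls were no enzyme wells and a reference inhibitor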
* = called active by the depositor; ? = inconclusive; / = not tested or not shown; & = joins results of further samples; [ ] = remark or other dose. Unless noted, calls follow the shape of the dose curve; as a rule, active = well fitted curve in the direction sought with a large enough effect; inconclusive = small, poorly fitted or top-dose-only effect, or another doubt; inactive = no such curve, though single readings can be large; an effect the other way counts as inactive or inconclusive. Potency is read from the fitted curve at half-maximal effect. An excerpt; count on the stated rates, not on these rows.

Compound,Tau fluor cs,GAA inhib,Epigenetic reg,aGal spleen mod,GAA glycogen,GAA spleen mod,NPSR antag,ALDH1A1 inh
CCn1cc(C(=O)O)c(=O)c2cc(F)c(N3CCN(C(=S)NC(=O)c4ccc(F)cc4)CC3)cc21,-2%,/,1.0%,3%,-3%,-3%,-3%,/
O=C(NCc1ccc2c(c1)OCO2)C1CCCN1C(=O)Nc1cccc(F)c1 (stereo unspecified),6%,-14%,-0.8%,-1%,2%,-14%,10%[46.1 µM],7%
C=C(C[C@]1(C(=O)OC)CC2(CC=C(C)C)C(=O)C(C(=O)CC(C)C)=C(O)C(CC=C(C)C)(C1)C2=O)C(=O)OC (stereo partly specified),2%,/,-0.3%,8%,/,1%,/,5%
C=CCNS(=O)(=O)c1nc(C)c(Cl)c(C)c1C#N,7%,?,-2.1%,-5%,8%,?,-7%[46.1 µM],-4%
Cc1ccc2ncnc(Nc3cccc(C(=O)O)c3)c2c1,-7%,-1%,-0.4%,2%,-2%,3%,27%,9%
Cn1c(SC2C(=O)CC(C)(C)CC2=O)nnc1-c1ccco1,7%,0%,-1.5%,-7%,7%,-7%,17%[46.1 µM],1%
NC(=O)COC(=O)[C@@H]1CC(O)CN1S(=O)(=O)c1ccc2c(c1)OCCO2 (stereo partly specified),-6%,/,1.1%,5%,-6%,-11%,11%,/
CCCCNC(=S)N/N=C/c1ccccc1F,-18%,6%,0.0%,4%,-9%,4%,-43%,-9%
CCNc1nc(OCCNC(C)=O)nc(N(C)C)n1,3%,-3%,-0.4%,9%,-1%,1%,-8%[46.1 µM],9%
CN(Cc1nc(-c2ccccn2)no1)S(=O)(=O)c1ccc(Br)cc1,-6%,-9%,0.0%,6%,-4%,-16%,1%[46.1 µM],?
COc1ccccc1NC(=O)CSCc1ccc([N+](=O)[O-])cc1,-2%,7%,-1.0%,-5%,8%,-2%,-9%,-10%
CCCCC#Cc1ccccc1CC(=O)Nc1ccccc1,-19%&-27%,-12%,-0.1%&1.0%,-4%&-13%,1%,0%&8%,-4%,-2%&-7%
COc1cc(/C(C)=N/NC(=O)C(O)(c2ccccc2)c2ccccc2)ccc1O,-6%,3%,2.4%,-1%,?,-4%,-6%,-2%
Cc1cc(C)nc(NS(=O)(=O)c2ccc(NC(=O)c3ccc(S(=O)(=O)N4CCOCC4)cc3)cc2)n1,-3%,5%,-1.1%,-2%,-5%,-4%,-12%[46.1 µM],3%
CC1=C(C#N)C(/C=N/OCc2ccc(F)cc2Cl)CC(=O)N1 (stereo unspecified),3%,?,-0.1%,2%,1%,-2%,-3%,?
CC(=NCCCn1ccnc1)c1c(-c2ccccc2)[nH]n(-c2nc3ccccc3s2)c1=O,-16%,2%,1.6%,-9%,-15%,-3%,-22%[46.1 µM],4%
CCCCNC(=O)CCNS(=O)(=O)c1ccc(C)cc1,-8%,-12%,0.1%,5%,5%,-3%,6%[46.1 µM],-8%
Cn1c(=O)c2c(nc(N3CCCCC3)n2C)n(C)c1=O,-6%,5%,1.3%,4%,-3%,13%,2%[46.1 µM],?
Cc1nn(-c2ccccc2)c(C)c1/C=N/NC(=O)c1cc(-c2ccc(Cl)s2)[nH]n1,?,-5%,1.2%,12%,-3%,4%,10%[46.1 µM],2%
CCOC(=O)c1c(N)sc(C(=O)N2CCCCCC2)c1C,0%,-1%,-2.6%,4%,-1%,5%,-5%[46.1 µM],?
c1ccc(-c2nnc3sc(Cc4cccs4)nn23)cc1,-14%,3%,0.1%,-1%,0%,0%,19%[46.1 µM],-35%
COc1ccc(NC(=S)NC(C)Cc2cccs2)cc1 (stereo unspecified),-16%,0%,?,1%,-14%,1%,-33%,?
CCc1c(C)[nH]n(-c2nc(-c3ccccc3)cs2)c1=O,-16%,-4%,-1.5%,4%,?,7%,-21%,?
Cc1ccc(-c2nc(CN3CCCCC3)cc(CN3CCCCC3)c2O)cc1,-5%,13%,3.1%,7%,-5%,8%,-4%,?
CN=C(Nc1ccccc1)SC1CC(=O)N(c2cccc(OC)c2)C1=O (stereo unspecified),8%,12%,1.3%,-11%,0%,-5%,-28%,4%
O=C(O)Cn1cc(/C=C2/SC(=O)N(CC(=O)N3CCCCCC3)C2=O)c2ccccc21,-12%,-12%,1.1%,-3%,6%,-4%,-16%,?
Cc1ccnc(N2C(=O)c3ccccc3C2Nc2cccc(C)c2C)c1 (stereo unspecified),-7%,-5%,-1.0%,7%,1%,-26%,-22%[46.1 µM],-4%
c1ccc(-n2nnnc2-c2cnc(-c3cccnc3)nc2-c2cccs2)cc1,-16%,2%,-2.3%,5%,-8%,0%,-30%[46.1 µM],?
COc1ccc(-c2cc(C(=O)N3CCN(c4ccccc4)CC3)c3ccccc3n2)cc1,-14%,?,-2.2%,4%,-10%,2%,-28%,?
Cc1ccc(NC(=O)COc2ncnc3cc([N+](=O)[O-])ccc23)cc1S(=O)(=O)N1CCOCC1,?,?,1.1%,-1%,6%,-3%,10%,?

Sorted by heavy-atom count (ascending): three of the compounds above
Compound,Tau fluor cs,GAA inhib,Epigenetic reg,aGal spleen mod,GAA glycogen,GAA spleen mod,NPSR antag,ALDH1A1 inh
CCNc1nc(OCCNC(C)=O)nc(N(C)C)n1,3%,-3%,-0.4%,9%,-1%,1%,-8%[46.1 µM],9%
COc1ccc(NC(=S)NC(C)Cc2cccs2)cc1 (stereo unspecified),-16%,0%,?,1%,-14%,1%,-33%,?
CCOC(=O)c1c(N)sc(C(=O)N2CCCCCC2)c1C,0%,-1%,-2.6%,4%,-1%,5%,-5%[46.1 µM],?

More compounds.
Compound,Tau fluor cs,GAA inhib,Epigenetic reg,aGal spleen mod,GAA glycogen,GAA spleen mod,NPSR antag,ALDH1A1 inh
Cc1ccc(N2CCN(CCc3nc4cc(NC(=O)c5ccco5)ccc4n3C)CC2)cc1,-23%,9%,-1.0%,4%,-6%,-18%,-7%[46.1 µM],6%
COC(C[C@@H]1O[C@@H]1[C@H](O)COCc1ccccc1)OC,5%,/,1.2%,-5%,-1%,0%,9%,/
CCOC(=O)N1CCN(C(=O)c2cc(S(=O)(=O)N3CCCC3)cn2C)CC1,-4%,5%,-0.9%,-1%,-8%,-4%,-4%[46.1 µM],-19%
Cc1cc(C2=NNC(=NCCc3ccccc3)SC2)c(C)n1-c1c(C)n(C)n(-c2ccccc2)c1=O,-21%,/,1.1%,-2%,-4%,1%,-2%,/
O=[N+]([O-])c1cc(Cl)ccc1Sc1cccc2cccnc12,-25%,3%,?,8%,-10%,12%,-16%[46.1 µM],8%
COc1ccc(C(C)=O)cc1Cn1cnc2c(cnn2C)c1=O,-8%,/,-1.4%,6%,2%,-3%,12%[7.67 µM],/
CCOC(=O)Nc1ccc2c(c1)N(C(=O)CN(CC)CC)c1ccccc1C=C2,-12%,5%,0.4%,6%,2%,0%,12%[46.1 µM],-4%
CCCc1nc2oc(C(=O)c3ccccc3)c(N)c2c2c1COC(C)(C)C2,-26%,0%,-6.5%,-3%,13%,-6%,-19%[46.1 µM],10µM*
CCCCCNCc1cccc(Br)c1,-4%,6%,?,-11%,4%,-3%,-8%[46.1 µM],1%
O=[N+]([O-])c1ccc2[nH]c(O)c(N=NC3CS(=O)(=O)CC3O)c2c1 (stereo unspecified),-20%,/,-1.0%,5%,-18%,1%,20%,/
O=C(NN=C1CCCC1)c1n[nH]c2c1CCC2,-1%,?,-3.0%,12%,?,7%,-16%,-1%
O=C(c1cc(-c2cccnc2)nc2ccc(Br)cc12)N1CCN(c2ncccn2)CC1,-9%,-3%,-1.2%,-5%,-4%,-3%,?,-5%
CCn1ccnc1CN(C)Cc1nc(CCC(C)C)no1,-3%,?,0.0%,-5%,2%,-6%,-7%,3%
C=CCN=C1CC(C)(C)CC(=O)/C1=C(\O)c1ccccc1,5%,-7%,-0.4%,-3%,-4%,-9%,-6%[46.1 µM],3%
CCOc1ccccc1NC1c2ccccc2C(=O)N1c1cccnc1 (stereo unspecified),-18%,-3%,-2.9%,2%,12%,-2%,-13%[46.1 µM],?
Cc1ccc(OC(=O)c2ccc3snnc3c2)cc1,-14%,5%,-1.1%,-1%,0%,-7%,-9%[46.1 µM],?
C=CC1=C(C)C2=Cc3c(C=C)c(C)c4[n]3[Sn+2][n]3c(c(C)c(CCC(=O)O)c3=CC3=NC(=C4)C(C)=C3CCC(=O)O)=CC1=N2,-12%,/,-1.2%,-10%,/,-20%,/,?
Cc1cc(Cl)c(S(=O)(=O)NCc2ccccc2)cc1OCC(N)=O,-4%,?,-0.2%,-1%,-4%,3%,-8%[46.1 µM],-5%
CCN(CC)S(=O)(=O)c1ccc(-c2nnc(SC)o2)cc1,-10%,?,1.5%,3%,9%,4%,-19%[46.1 µM],?
COc1cc(CNc2ccc3[nH]c(=O)[nH]c3c2)cc(Br)c1OCC(=O)NC(C)(C)C,?,-15%,0.0%,-1%,14µM*,-5%,-28%[46.1 µM],0.32µM*
CC(C)(C)NCC(O)COc1nsnc1N1CCOCC1 (stereo unspecified),-5%,/,-1.2%,1%,/,8%,7%[46.1 µM],-5%
Fc1ccc(C2CCCCN2Cc2nc(CC3CC3)no2)cc1 (stereo unspecified),-14%,-2%,3.3%,5%,-11%,10%,29%,4%
C=CCn1c(O)c(N=NC(=O)c2cccnc2)c2cc(Br)ccc21,-18%,-6%,-3.2%,19%,9%,6%,48%,?
O=CN(/C=C1\Sc2ccccc2C1=O)Cc1ccccc1,-22%,-10%,3.0%,1%,-2%,-4%,-21%[46.1 µM],?
COc1ccc(-n2c(C)c(C(C)=O)c(C(C)=O)c2C)cc1OC,-2%,?,-2.7%,5%,-5%,-13%,-18%[46.1 µM],0%
CCOC(=O)C(NC(=O)c1ccccc1)=C1CCCCC1,-7%,-8%,-0.5%,8%,0%,2%,-5%[46.1 µM],0%
O=C1CC(N2CCN(Cc3ccc4c(c3)OCO4)CC2)C(=O)N1Cc1ccc(N2CCCC2=O)cc1 (stereo unspecified),4%,-1%,-0.9%,0%,-4%,-7%,-1%[46.1 µM],-8%
O=C(c1cc2nc(-c3cccs3)cc(C(F)(F)F)n2n1)N1CCCc2ccccc21,-17%,-9%,0.0%,-3%,-2%,-1%,?,-13%

Assay outcomes as filed in PubChem.
